TDP1 block = inhibitors of human tyrosyl-DNA phosphodiesterase TDP1; Potency, µM (highest dose often 130 µM), inactives show at the top dose activity change, negative = inhibition, usual class: inhibitors; 0.28% of 350,000 active; AID 485290; recombinant TDP1, AlphaScreen DNA substrate cleavage; note: nearly all actives have a fitted effect of over 40% in size
Target sequence (Q9NUW8 whole entry, looked up): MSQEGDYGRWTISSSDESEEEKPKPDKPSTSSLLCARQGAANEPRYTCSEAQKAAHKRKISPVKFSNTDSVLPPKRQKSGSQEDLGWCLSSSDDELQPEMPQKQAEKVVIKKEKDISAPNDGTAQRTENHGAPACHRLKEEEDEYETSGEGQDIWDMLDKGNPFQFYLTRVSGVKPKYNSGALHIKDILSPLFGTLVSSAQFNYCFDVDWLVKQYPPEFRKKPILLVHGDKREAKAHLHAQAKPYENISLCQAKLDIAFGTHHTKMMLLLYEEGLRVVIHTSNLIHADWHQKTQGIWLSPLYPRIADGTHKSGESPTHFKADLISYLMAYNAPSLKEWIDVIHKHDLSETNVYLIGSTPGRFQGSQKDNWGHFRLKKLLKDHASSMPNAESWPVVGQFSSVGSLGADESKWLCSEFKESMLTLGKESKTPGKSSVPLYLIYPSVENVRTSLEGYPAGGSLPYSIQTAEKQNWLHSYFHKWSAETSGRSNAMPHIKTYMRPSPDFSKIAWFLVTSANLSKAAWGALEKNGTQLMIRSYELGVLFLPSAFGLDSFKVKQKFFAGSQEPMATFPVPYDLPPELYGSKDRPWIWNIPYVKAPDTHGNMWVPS
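E. coli-derived human Tdp1, 1 nM final. Cpd preinc 15 min RT; substrate 15 nM final, 5 min RT; AS bead mix 10 ug/ml final, 10 min RT. Signal loss = tyrosine-FITC cleavage. No-enzyme wells = max signal.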
N370S GC = inhibitors or activators of N370S glucocerebrosidase for Gaucher disease. P04062. N370S GC spleen homogenate, 4MU-glucoside fluorescence. Potency, µM (series often up to 59.4 µM), inactives show top-dose activity change, negative = inhibition, most hits filed as inhibitors. 0.092% of 330,000 active. AID 2101;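 note: 0% = full enzyme activity and -100% = no enzyme basal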
FEN1 inh = human FEN1 inhibition; P39748; Recombinant FEN1 flap cleavage, fluorescence, 15 min; Potency, µM (top dose mostly 114 µM), for inactives: at the highest dose activity change, negative = inhibition, actives largely listed as inhibitors; 0.35% of 390,000 active; AID 588795; note: nearly all actives have a fitted effect of over 65% in size
Target sequence (P39748 whole entry, looked up): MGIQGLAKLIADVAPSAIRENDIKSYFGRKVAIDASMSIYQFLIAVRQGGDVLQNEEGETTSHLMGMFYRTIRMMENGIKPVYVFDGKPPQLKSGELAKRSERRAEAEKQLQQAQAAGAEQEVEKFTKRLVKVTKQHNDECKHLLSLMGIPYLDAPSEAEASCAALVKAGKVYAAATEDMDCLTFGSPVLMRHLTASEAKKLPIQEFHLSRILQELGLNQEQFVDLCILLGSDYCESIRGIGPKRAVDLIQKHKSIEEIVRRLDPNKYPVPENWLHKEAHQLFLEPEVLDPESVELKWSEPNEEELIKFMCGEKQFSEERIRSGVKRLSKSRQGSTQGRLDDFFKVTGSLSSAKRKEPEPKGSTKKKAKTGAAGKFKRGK
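FEN1 at 10 nM, compound pretreatment for 15 min (room temperature), 50 nM final substrate to initiate; endpoint reads at 0 and 15 min; DMSO-only plates used as vehicle background.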
* hit, by the source's call; [ ] = another dose, or the depositor's remark. Calls come from the whole dose curve; as a rule, active = well fitted curve in the direction sought with a large enough effect; inconclusive = small, poorly fitted or top-dose-only effect, or another doubt; inactive = no such curve, though single readings can be large; an effect the other way counts as inactive or inconclusive. Unless noted, % is set by controls: 0 for no effect and ±100 for the full control effect; potency is the fitted concentration of half-maximal effect.

`CCOC(=O)c1ccc(NC(=O)C2CC(=O)Nc3nc4ccccc4n32)cc1` (stereo not drawn) gave TDP1 block -3%, N370S GC 7% and FEN1 inh -1%.
For COCCNC(=S)N(CCc1c(C)[nH]c2ccccc12)Cc1cccnc1 the results were N370S GC -24% and FEN1 inh 5%.
`Nc1nc(C2CCCN2S(=O)(=O)c2ccc(Cl)cc2)cs1` (stereo not drawn) gave TDP1 block 5%, N370S GC 0% and FEN1 inh 7%.
Screening CC(=O)c1ccc(N2CCN(S(=O)(=O)c3ccc4c(c3)C(C)(C)C(=O)N4)CC2)cc1 returned TDP1 block -3% and FEN1 inh 2%.
`COc1ccc(S(=O)(=O)N(C)C)cc1NC(=O)COC(=O)c1nn(C)c(=O)c2ccccc12` gave TDP1 block 8%, N370S GC -17% and FEN1 inh 8%.
For CCc1cc2c(=O)oc(-c3ccc(Br)cc3)nc2s1 the results were N370S GC 0% and FEN1 inh -20%.
Cc1sc(-c2cc3ccccc3oc2=O)nc1-c1ccc(Cl)c(Cl)c1 was read as TDP1 block 0% and FEN1 inh 15%.
Cc1[nH]n(-c2ccccc2)c(=O)c1/C=N/NC(=O)c1ccoc1C was read as TDP1 block 8%, N370S GC -6% and FEN1 inh 5%.
`Cc1ccc(C(=O)OCC(=O)N(CC(C)C)c2c(N)n(Cc3ccccc3)c(=O)[nH]c2=O)cc1[N+](=O)[O-]` gave TDP1 block -1%, N370S GC 12% and FEN1 inh -2%.
Screening COc1ccc(C(=O)NC(=S)N2CC(C)OC(C)C2)cc1OC (stereo not drawn) returned TDP1 block 4%, N370S GC 1% and FEN1 inh 12%.
`O=C(NCCN1CCN(C(=O)C(c2ccccc2)c2ccccc2)CC1)C(=O)Nc1ccccc1` gave TDP1 block -4%, N370S GC -16% and FEN1 inh -1%.
Screening CCc1[nH]nc2c1C(C1C=CCCC1)C(C#N)=C(N)O2 (stereo not drawn) returned TDP1 block 7%, N370S GC -29% and FEN1 inh 13%.
`Cn1c(SCC(=O)Nc2ccc3cn[nH]c3c2)nnc1-c1cnccn1` gave TDP1 block -8%, N370S GC -4%[2.35 µM] and FEN1 inh 0%.
COc1ccc(-c2cc(CCCC(=O)NCCc3ccccc3)no2)cc1 was read as N370S GC 13% and FEN1 inh -12%.
Screening COc1ccccc1CN(Cc1ccco1)c1cnc(S(C)(=O)=O)nc1C(=O)Nc1ccccc1Cl returned TDP1 block -1% and FEN1 inh -4%.
For CCCCNC(=O)c1onc(CSc2ccc(Cl)cc2)c1C(=O)O the results were TDP1 block 7%, N370S GC 4% and FEN1 inh 17%.
`Cc1c(O)ccc(C(=O)COc2ccc(F)cc2)c1O` gave TDP1 block 1%, N370S GC -2% and FEN1 inh -5%.
CC(=O)Nc1nc2cccc([N+](=O)[O-])c2s1 was read as TDP1 block -8%, N370S GC -2% and FEN1 inh 4%.
COc1cc(CNCCc2c[nH]c3ccccc23)cc(Cl)c1OCC(N)=O was read as TDP1 block 9%, N370S GC 20% and FEN1 inh -7%.
`O=[N+]([O-])c1cccc(/C=N/Nc2nc(NCc3ccccc3)nc(N3CCOCC3)n2)c1` gave TDP1 block 5%, N370S GC 19% and FEN1 inh 8%.
For CCOc1cc(C(=O)Nc2cc(C)ccn2)cc(OCC)c1OCC the results were TDP1 block 2%, N370S GC -25% and FEN1 inh 5%.
`O=C(/C=C/c1ccc2c(c1)OCO2)NC1CCCC1` gave N370S GC -4% and FEN1 inh 2%.
COc1cc(C(=O)N2CCC(c3nc(-c4cccnc4)no3)CC2)cc(OC)c1OC was read as TDP1 block 5%, N370S GC 1% and FEN1 inh 1%.
CN(c1ccccc1)S(=O)(=O)c1ccc(NC(=O)COc2ccccc2)cc1 was read as TDP1 block 2%[56.1 µM], N370S GC 6% and FEN1 inh 3%.
CCOc1ccc(Oc2ccc(Cl)cc2NC(=O)CCNC(C)=O)cc1 was read as TDP1 block -3%, N370S GC -4% and FEN1 inh -4%.
COc1cc(NS(=O)(=O)c2ccc(C(=O)O)cc2)c2nc(C)ccc2c1 was read as TDP1 block -3% and FEN1 inh 7%.
For CCOC(=O)C(NC(=O)c1ccccc1)(Nc1cccc(C)n1)C(F)(F)F (stereo not drawn) the results were TDP1 block -1%, N370S GC 3% and FEN1 inh -1%.
For CC(C)(C)OC(=O)NCCCCCNC(=O)c1nc[nH]c1C(=O)N1CCN(C(=O)OC(C)(C)C)CC1 the results were TDP1 block -2% and FEN1 inh -2%.
`COc1cccc(-c2nn(-c3ccccc3)cc2C(=O)n2nnc3ccccc32)c1` gave TDP1 block 4%, N370S GC 6% and FEN1 inh 1%.
For CCN(CC)c1ccc(/C=N/NC(=O)c2ccoc2C)cc1 the results were TDP1 block 6%, N370S GC -4% and FEN1 inh 9%.
Screening O=C(c1ccc(Cl)cc1)[C@@H]1[C@@H]2C(=O)N(c3ccc(Cl)cc3)C(=O)[C@@H]2C2c3ccccc3C=NN21 (stereo partly drawn) returned TDP1 block 0%, N370S GC -6% and FEN1 inh 2%.
For COc1cc(OC)cc(-c2c(-c3ccc(F)cc3)c3cc(-c4ccc5[nH]ccc5c4)ccc3n2C)c1 the results were TDP1 block 2% and FEN1 inh -15%.
`O=C(C[C@@H]1C/C=C\CCCC(=O)OC[C@@H](c2ccccc2)NC1=O)NCCO` gave TDP1 block 2% and FEN1 inh -16%.
Screening Cc1ccc(C(=O)NNc2ncnc3ccccc23)cc1 returned TDP1 block -3%, N370S GC 5% and FEN1 inh -5%.
For Cn1c(=O)c2c(SCC(=O)NCC3CCCO3)nc(CC(C)(C)C)nc2n(C)c1=O (stereo not drawn) the results were TDP1 block 4%, N370S GC 0% and FEN1 inh 5%.
Screening COc1ccc(CNC(=O)Cc2c(C)c3ccc(O)cc3oc2=O)cc1 returned TDP1 block -4% and FEN1 inh 2%.
For CCC(CO)Nc1ccc(-c2n[nH]c(=O)c3ccccc23)cc1[N+](=O)[O-] (stereo not drawn) the results were N370S GC -6% and FEN1 inh 7%.
For CC(=O)c1c(C)[nH]c(C(=O)Nc2ccc(Cl)cc2F)c1C the results were TDP1 block -3%, N370S GC 1% and FEN1 inh -9%.
Cc1nn(C(=O)CNS(=O)(=O)c2ccccc2)c(C)c1Sc1ccc(Cl)cc1 was read as TDP1 block -6%, N370S GC 0% and FEN1 inh -12%.
For CC(=O)OC1CCC2(C)C(=CC=C3C2CCC2(C)C3CCC2C(C)/C=C/C(C)C(C)C)C1(C)C (stereo not drawn) the results were TDP1 block -8%[56.1 µM] and N370S GC -13%.
CCCc1cc(=O)[nH]c(SCC(=O)c2ccc3c(c2)OCCO3)n1 was read as TDP1 block 6%, N370S GC 15% and FEN1 inh -5%.
For CC(=O)Nc1cc(C(=O)NCc2ccco2)ccc1Sc1ccc(C)cc1 the results were TDP1 block 3%, N370S GC 3% and FEN1 inh 7%.
For CC(C)c1cccc(C(C)C)c1NC(=O)COC(=O)[C@H](C)NC(N)=O the results were TDP1 block 6%, N370S GC 4% and FEN1 inh -1%.
Screening Cc1cc(C)nc(Nc2n[nH]c(Cc3ccccc3)n2)n1 returned TDP1 block 2% and N370S GC -4%.
`O=C(Cc1ccccc1)Nc1ccc(C(=O)O)cc1` gave TDP1 block -2%[56.1 µM], N370S GC 8% and FEN1 inh 1%.
For COc1cc(NC(=O)Cn2cnc(C(=O)Nc3ccc(C)c(C)c3)n2)cc(OC)c1OC the results were TDP1 block -1%[56.1 µM] and FEN1 inh -22%.
Screening CCc1ccc(C2C(C#N)=C(N)Oc3n[nH]c(CC(=O)OC)c32)cc1 (stereo not drawn) returned TDP1 block 2%, N370S GC -2% and FEN1 inh 11%.
O=C(Cc1ccccc1)NCCc1c[nH]c2ccccc12 was read as TDP1 block 2%, N370S GC -1% and FEN1 inh 0%.
Screening CCOc1ccc(OCCCCn2cnc3ccccc3c2=O)cc1 returned TDP1 block 2%, N370S GC 12% and FEN1 inh -19%.
Screening O=C(CCn1c(=O)c2sccc2n(Cc2ccc(F)cc2)c1=O)NCc1ccc2c(c1)OCO2 returned TDP1 block 0% and FEN1 inh 22%.
`Cc1ccc(Oc2nc(-c3ccccn3)nc3ccccc23)cc1` gave TDP1 block 5%, N370S GC -22% and FEN1 inh -12%.
CCOC(=O)C1(Cc2ccccc2)CCN(Cc2cccc3nccnc23)CC1 was read as TDP1 block 6%, N370S GC 1% and FEN1 inh -14%.
Screening NCCCCC(N)c1cn([C@@H](CCC(=O)O)C(=O)N2CCNCC2)nn1 (stereo partly drawn) returned TDP1 block 0%, N370S GC 8% and FEN1 inh 19%.
`COc1ccc(-c2[nH]c(-c3ccc4c(c3)OCO4)nc2-c2ccccc2)cc1` gave TDP1 block 9%, N370S GC -22% and FEN1 inh -10%.
For O=C(Oc1cccc(NC(=O)c2ccccc2Cl)c1)c1ccc([N+](=O)[O-])cc1 the results were TDP1 block 6% and FEN1 inh -16%.
COc1ccc(N2CCN(c3ncnc4c3nnn4C)CC2)cc1 was read as TDP1 block 0% and FEN1 inh -8%.
O=C(Nc1ccc2c(c1)C(=O)NC2=O)c1ccccc1Cl was read as N370S GC -18% and FEN1 inh 11%.
`O=C(COC(=O)c1cccc(NS(=O)(=O)c2ccc(F)c(F)c2)c1)NC(=O)NC1CCCC1` gave TDP1 block 3%, N370S GC 14% and FEN1 inh -17%.
For NC(=O)CN1CCN(CCN2C(=O)c3cccc4cccc(c34)C2=O)CC1 the results were TDP1 block -1%, N370S GC -5% and FEN1 inh -16%.
For O=C1CC[C@@]23/C=C/C(=O)NCCCCNCCCNC(=O)/C=C/c4ccc(c2c4)OC3C1 (stereo partly drawn) the results were TDP1 block -2%[56.1 µM] and N370S GC 19%.

As a short view, 6 of the compounds above.
For O=C(Oc1cccc(NC(=O)c2ccccc2Cl)c1)c1ccc([N+](=O)[O-])cc1 the results were TDP1 block 6% and FEN1 inh -16%.
COc1ccc(N2CCN(c3ncnc4c3nnn4C)CC2)cc1 was read as TDP1 block 0% and FEN1 inh -8%.
O=C(Nc1ccc2c(c1)C(=O)NC2=O)c1ccccc1Cl was read as N370S GC -18% and FEN1 inh 11%.
`O=C(COC(=O)c1cccc(NS(=O)(=O)c2ccc(F)c(F)c2)c1)NC(=O)NC1CCCC1` gave TDP1 block 3%, N370S GC 14% and FEN1 inh -17%.
For NC(=O)CN1CCN(CCN2C(=O)c3cccc4cccc(c34)C2=O)CC1 the results were TDP1 block -1%, N370S GC -5% and FEN1 inh -16%.
For O=C1CC[C@@]23/C=C/C(=O)NCCCCNCCCNC(=O)/C=C/c4ccc(c2c4)OC3C1 (stereo partly drawn) the results were TDP1 block -2%[56.1 µM] and N370S GC 19%.

(cont.)
For O=C(NCCCn1ccnc1)C(=O)NCC1OCCN1S(=O)(=O)c1ccc(Br)cc1 (stereo not drawn) the results were TDP1 block -5%, N370S GC -15% and FEN1 inh -4%.
`Cn1nnnc1SCC(=O)Nc1ccc2c(c1)OCCO2` gave TDP1 block 4%, N370S GC 4% and FEN1 inh -16%.
Screening COc1ccc(C(=O)COC(=O)CNC(=O)c2ccc(OC)cc2)cc1 returned TDP1 block 6%, N370S GC 4% and FEN1 inh -4%.
CCc1nc2sc3ccccc3c(=O)c2c(=O)n1Cc1ccc(OC)cc1 was read as N370S GC 21% and FEN1 inh 0%.
CN(c1cc(=O)n2ccccc2n1)C1CCCCC1 was read as TDP1 block 0%, N370S GC 7% and FEN1 inh 4%.
CCC1CCCCN1CC(=O)Nc1cc(C)c2c(=O)oc3ccccc3c2n1 (stereo not drawn) was read as TDP1 block -2%[12.3 µM] and FEN1 inh -5%.
`Cc1c(NC(=O)CSc2cccc3cccnc23)c(=O)n(-c2ccccc2)n1C` gave TDP1 block 7%, N370S GC 2% and FEN1 inh -6%.
`N#CC1=C2SCN(Cc3ccccc3)CN2C(=O)CC1c1ccccc1F` (stereo not drawn) gave TDP1 block 4%, N370S GC -4% and FEN1 inh inconclusive.
For O=C(NCCc1nnc2ccc(NCC3CCCO3)nn12)c1ccccc1 (stereo not drawn) the results were TDP1 block 1%, N370S GC -2% and FEN1 inh 2%.
`CCc1cccc2c(C(=O)CSc3nnc(-c4ccncc4)n3C)c[nH]c12` gave TDP1 block -5%, N370S GC 20% and FEN1 inh 7%.
For CC(C)CC1COC(=O)N1 (stereo not drawn) the results were N370S GC -7% and FEN1 inh -3%.

By substructure: the compounds so far with a tert-butyl group
For CC(C)(C)OC(=O)NCCCCCNC(=O)c1nc[nH]c1C(=O)N1CCN(C(=O)OC(C)(C)C)CC1 the results were TDP1 block -2% and FEN1 inh -2%.
For Cn1c(=O)c2c(SCC(=O)NCC3CCCO3)nc(CC(C)(C)C)nc2n(C)c1=O (stereo not drawn) the results were TDP1 block 4%, N370S GC 0% and FEN1 inh 5%.

Screening data as filed in PubChem BioAssay.
